AGP1 TOR yeast – modulators of TOR pathway AGP1-GFP in S. cerevisiae; S. cerevisiae AGP1-GFP multiplex flow cytometry, 3 h; GFP as percent of DMSO wells; GFP response vs DMSO, % at 10 µM; actives 0.02% (n = 320,000);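 active = GFP response relative to DMSO above a set limit, near screen average plus 3 SD, cut at about 150% in these data; inconclusive = fewer than 70 cells counted for the yeast strain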;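 also: median GFP channel fluorescence of the gated AGP1 strain per well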
GRK2 inh – inhibitors of human GRK2 displacing RNA aptamer; P25098; inhibition of aptamer binding, % at 10 µM; actives 0.59% (n = 330,000); bead flow cytometry, FAM-aptamer displacement from GRK2;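 active = inhibition of aptamer binding above 40%, roughly 3 SD of noise, on plates passing a quality check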;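 also: median bead fluorescence of bound FAM aptamer so fluorescent compounds give negative values; no value below 0 was filed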
Fam108B inh – blocks mouse Fam108B hydrolase in RBBP9 counter-screen | actives 0.33% (n = 300,000) | recombinant Fam108B, FP-Rh probe fluorescence polarization | inhibition, % at 9.51 µM;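 active = inhibition above the screen mean inhibition plus 3 SD, computed separately per campaign, cut at about 18% in these data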;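 also: inhibitors lower polarization as less probe binds the enzyme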
BCLXL inh – Bcl-xL (human) inhibition; Q07817; GST-Bcl-xL / FITC-Bim BH3 peptide fluorescence polarization; inhibition, % at 10.9 µM; actives 0.7% (n = 320,000); AID 2129;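 active = inhibition above the mean of all tested compounds plus 3 SD, cutoff set per campaign, cut at about 30% in these data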;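 also: 0% = DMSO wells and 100% = unlabeled Bim-BH3 peptide competitor; inhibitors lower millipolarization by displacing the labeled peptide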
CIT2-GFP yeast – modulators of TOR pathway CIT2-GFP in S. cerevisiae; actives 0.065% (n = 320,000); AID 2029; GFP response vs DMSO, % at 10 µM; S. cerevisiae CIT2-GFP strain, flow cytometry, 3 h; 100 means same as DMSO wells;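 active = GFP response relative to DMSO above a set limit, near the screen mean plus 3 SD, cut at about 150% in these data; inconclusive = Fewer than 70 cells measured for a yeast strain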;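 also: ratio of well median GFP fluorescence to mean of DMSO wells on the plate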
MCL1-BIM inh – MCL1-BIM-BH3 interaction inhibition (human) | inhibition, % at 10.9 µM | GST-MCL1 / FITC-Bim-BH3 fluorescence polarization | actives 0.68% (n = 320,000) | Q07820 | AID 2057;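 active = inhibition above the mean inhibition of all tested compounds plus 3 SD, set per campaign, cut at about 40% in these data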;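 also: 0% = DMSO wells and 100% = unlabeled Bim-BH3 peptide control; higher means more loss of mP so more displacement of Bim peptide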
GLD-1 TGE inh – GLD-1-TGE RNA interaction inhibition (C. elegans). Q17339. purified GLD-1 + fluorescein TGE RNA, fluorescence polarization. inhibition, % at 5.96 µM. actives 0.44% (n = 320,000). AID 2280;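 active = percent inhibition above a per-plate cutoff, the plate mean of test compounds plus 3 SD, cut at about 30% in these data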;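 also: 0% = DMSO wells with GLD-1 and probe and 100% = wells lacking GLD-1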
Target sequence (Q17339 whole entry, looked up): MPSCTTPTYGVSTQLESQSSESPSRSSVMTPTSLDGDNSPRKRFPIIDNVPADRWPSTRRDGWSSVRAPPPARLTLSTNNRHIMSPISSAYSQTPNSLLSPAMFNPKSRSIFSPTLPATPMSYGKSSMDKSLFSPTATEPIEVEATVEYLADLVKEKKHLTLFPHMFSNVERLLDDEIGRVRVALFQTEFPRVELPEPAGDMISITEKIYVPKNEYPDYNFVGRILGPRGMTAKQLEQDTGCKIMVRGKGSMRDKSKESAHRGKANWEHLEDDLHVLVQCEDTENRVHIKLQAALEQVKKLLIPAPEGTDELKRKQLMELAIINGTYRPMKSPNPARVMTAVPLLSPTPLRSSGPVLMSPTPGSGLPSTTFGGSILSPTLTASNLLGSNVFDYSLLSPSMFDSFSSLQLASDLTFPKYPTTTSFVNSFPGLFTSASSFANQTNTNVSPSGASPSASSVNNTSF
MEX-5 binding – C. elegans MEX-5 TCR-2 RNA binding activity; activity score (negative = inhibition of binding), % at 10 µM; AID 1832; actives 0.38% (n = 300,000); Q9XUB2; MEX-5/FITC-TCR2 RNA binding, fluorescence polarization; stronger effect = lower value;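 active = inhibition past about -25% in most replicates, and total fluorescence under double the plate's negative control median, limit read from the data; inconclusive = replicates evenly split on the limit, or fluorescence at least double controls; inactive = too little inhibition in most replicates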;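 also: 0% = DMSO and -100% = 5 µM competing unlabeled TCR2 RNA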
Target sequence (Q9XUB2 whole entry, looked up): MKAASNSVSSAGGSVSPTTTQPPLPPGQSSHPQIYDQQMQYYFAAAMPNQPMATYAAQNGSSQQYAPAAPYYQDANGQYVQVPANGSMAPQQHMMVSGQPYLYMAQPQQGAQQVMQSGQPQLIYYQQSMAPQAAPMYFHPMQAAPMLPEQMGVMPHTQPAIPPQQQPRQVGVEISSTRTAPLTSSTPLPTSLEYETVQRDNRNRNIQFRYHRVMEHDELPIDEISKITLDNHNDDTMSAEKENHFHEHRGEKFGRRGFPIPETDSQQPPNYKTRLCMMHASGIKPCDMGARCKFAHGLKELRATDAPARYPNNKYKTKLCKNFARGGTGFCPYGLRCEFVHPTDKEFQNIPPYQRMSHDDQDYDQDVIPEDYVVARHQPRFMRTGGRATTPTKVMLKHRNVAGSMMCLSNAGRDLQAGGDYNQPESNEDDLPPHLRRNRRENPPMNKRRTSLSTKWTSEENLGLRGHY
VLA-4 inh – inhibition in a human VLA-4 binding assay; VLA-4 expressing cells, ligand binding flow cytometry; inhibition, % (about 7 µM as worked out from the volumes in the protocol); P13612; actives 0.2% (n = 330,000); AID 2557; in the data active = inhibition above about 50%
* = called active by the depositor; ? = inconclusive; · = not tested or not shown.

SMILES	AGP1 TOR yeast	GRK2 inh	Fam108B inh	BCLXL inh	CIT2-GFP yeast	MCL1-BIM inh	GLD-1 TGE inh	MEX-5 binding	VLA-4 inh
Cn1ncc([N+](=O)[O-])c1C(=O)N/N=C/c1cccc([N+](=O)[O-])c1	96	2	-1	7	103	14	10	2.8	-6
O=C(Cc1c(Sc2ccccc2)c2ccccc2n1Cc1ccccc1)NCCO	91	0	-1	8	98	8	8	-3.5	7
CCCCOc1ccc(N2C(N)=NC(N)=NC23CCCCC3)cc1	112	0	5	4	106	4	2	-0.2	-2
Cn1c(N)c(C(=O)COC(=O)c2ccccc2C(=O)c2ccc(Cl)c([N+](=O)[O-])c2)c(=O)n(C)c1=O	100	3	·	·	107	·	1	·	17
CCOc1ccc(N(CC(=O)Nc2ccccc2C)S(=O)(=O)c2c(C)[nH]c(=O)[nH]c2=O)cc1	102	2	0	5	100	3	-4	2.4	18
CSc1cccc(CNC(=O)CC2C(=O)NCCN2CC(C)(C)C)c1 (centres undefined)	98	2	-1	17	99	14	30	-2.0	-5
Nc1ccccc1-c1nc2ccccc2s1	82	5	9	7	90	8	3	-0.8	-34
CC(=O)c1ccc(N2CCN(S(=O)(=O)c3cccc(S(=O)(=O)N4CCOCC4)c3)CC2)cc1	103	0	-2	-4	107	-1	0	-3.0	3
COC(=O)[C@H]1C[C@@H]1[C@H](NS(=O)(=O)c1ccc2ccccc2c1)c1ccccc1	·	·	5	1	·	3	13	0.9	·
Nc1cc([N+](=O)[O-])ccc1Nc1ccc(O)cc1	108	3	5	6	103	24	2	-3.4	11
Cc1ccc(S(=O)(=O)N(C)C)cc1NC(=S)N1CCc2ccccc21	98	1	-1	8	95	8	2	2.4	2
COC(=O)C(CSCc1ccccc1)NC(=O)CSc1nc(C)cc(=O)[nH]1 (centres undefined)	101	0	-1	1	99	10	1	-0.2	7
Cc1nnsc1C(=O)Nc1ccc(S(=O)(=O)N2CCCC(C)C2)cc1 (centres undefined)	114	0	4	2	123	4	-2	0.2	-22
COc1ccc(OC)c(S(=O)(=O)N2CCN(c3ncccn3)CC2)c1	97	0	4	6	94	-5	-11	0.9	4
COc1ccc(N2CCN(C(=O)CCCCn3c(=O)[nH]c4ccsc4c3=O)CC2)cc1	104	0	0	4	107	5	-3	2.1	-5

A draw from above in order of SMILES length, lowest first:
SMILES	AGP1 TOR yeast	GRK2 inh	Fam108B inh	BCLXL inh	CIT2-GFP yeast	MCL1-BIM inh	GLD-1 TGE inh	MEX-5 binding	VLA-4 inh
Nc1cc([N+](=O)[O-])ccc1Nc1ccc(O)cc1	108	3	5	6	103	24	2	-3.4	11
CCCCOc1ccc(N2C(N)=NC(N)=NC23CCCCC3)cc1	112	0	5	4	106	4	2	-0.2	-2
CSc1cccc(CNC(=O)CC2C(=O)NCCN2CC(C)(C)C)c1 (centres undefined)	98	2	-1	17	99	14	30	-2.0	-5
O=C(Cc1c(Sc2ccccc2)c2ccccc2n1Cc1ccccc1)NCCO	91	0	-1	8	98	8	8	-3.5	7
Cc1ccc(S(=O)(=O)N(C)C)cc1NC(=S)N1CCc2ccccc21	98	1	-1	8	95	8	2	2.4	2
COC(=O)C(CSCc1ccccc1)NC(=O)CSc1nc(C)cc(=O)[nH]1 (centres undefined)	101	0	-1	1	99	10	1	-0.2	7
COc1ccc(N2CCN(C(=O)CCCCn3c(=O)[nH]c4ccsc4c3=O)CC2)cc1	104	0	0	4	107	5	-3	2.1	-5
Cn1ncc([N+](=O)[O-])c1C(=O)N/N=C/c1cccc([N+](=O)[O-])c1	96	2	-1	7	103	14	10	2.8	-6
COC(=O)[C@H]1C[C@@H]1[C@H](NS(=O)(=O)c1ccc2ccccc2c1)c1ccccc1	·	·	5	1	·	3	13	0.9	·
CC(=O)c1ccc(N2CCN(S(=O)(=O)c3cccc(S(=O)(=O)N4CCOCC4)c3)CC2)cc1	103	0	-2	-4	107	-1	0	-3.0	3
CCOc1ccc(N(CC(=O)Nc2ccccc2C)S(=O)(=O)c2c(C)[nH]c(=O)[nH]c2=O)cc1	102	2	0	5	100	3	-4	2.4	18
Cn1c(N)c(C(=O)COC(=O)c2ccccc2C(=O)c2ccc(Cl)c([N+](=O)[O-])c2)c(=O)n(C)c1=O	100	3	·	·	107	·	1	·	17

(further entries)
SMILES	AGP1 TOR yeast	GRK2 inh	Fam108B inh	BCLXL inh	CIT2-GFP yeast	MCL1-BIM inh	GLD-1 TGE inh	MEX-5 binding	VLA-4 inh
Cc1cccc(N2CCN(c3nc4ccccc4n4cnnc34)CC2)c1C	105	0	-1	2	90	2	0	-0.2	-92
Cc1ccc(Nc2nc(N)c(C#N)c(CC#N)c2C#N)cc1	98	0	-7	0	98	2	-2	-0.8	1
N/C(=N\OC(=O)/C=C/c1ccccc1)c1ccccc1	86	0	-2	9	107	6	-1	1.2	11
O=C(O)c1cccc(NC(=S)NC(=O)c2ccc(-c3ccccc3)cc2)c1	103	0	-3	7	108	12	8	-1.7	0
CC(=O)CSc1nnc2cc(C)c3ccccc3n12	96	3	-8	-7	91	-4	0	0.1	7
COc1ccc(OC)c(CN2CCN(Cc3cc(OC)c(OC)c(OC)c3)CC2)c1	103	0	4	3	99	7	-1	-1.8	-1
O=C(Nc1nnc(C2CC2)s1)c1cccs1	95	3	-2	3	111	5	2	-1.8	4
CN(C)CCCNC(=S)NCC(c1ccc(Cl)cc1Cl)c1c[nH]c2ccccc12 (centres undefined)	97	0	5	4	91	9	-3	1.3	21
CC(OC(=O)c1ccc([N+](=O)[O-])o1)C(=O)NC1CCCCC1C (centres undefined)	112	5	·	-6	95	-1	6	·	12
CCOC(=O)Cc1csc(SC(C)C(=O)NCC(=O)Nc2ccc(F)c(F)c2F)n1 (centres undefined)	94	0	-2	1	97	2	0	1.4	4
Cc1ccccc1-n1c(SCC(=O)N2CCCC2)nnc1-c1ccccn1	100	3	-1	9	94	3	4	1.6	10
CC(/C=C/c1ccccc1)=N\Nc1nc(C)cc(C)n1	94	0	1	1	96	-1	2	1.0	14
CC(C)OC(=O)CCCCCN1C(=O)CSC1=S	101	0	-8	2	95	4	-3	2.3	4
O=C(NCCCc1ccccc1)c1cnc2n(c1=O)CCS2	97	0	-3	2	95	1	3	0.2	·
N#CC(c1cccc(Cl)c1)c1ccc2c(C(F)(F)F)cc(C(F)(F)F)nc2n1 (centres undefined)	110	0	12	-1	105	-3	1	0.1	-14
COc1ccc(CC(NC(C)=O)C(=O)NC2CCN(C(=O)c3cnccn3)CC2)cc1 (centres undefined)	103	9	-5	1	101	0	-4	0.2	0
CN(C)C(=O)N1CCCC(C(=O)NCc2cccs2)C1 (centres undefined)	109	0	4	2	105	-4	6	2.3	15
COc1ccc(-c2ccc(C(=O)C3CC3)cc2)cc1	86	4	-6	2	82	-2	-1	-0.1	8
Cc1cc(Br)ccc1NC(=O)CN(C)C(=O)c1cc(S(=O)(=O)N(C)C)ccc1N1CCCC1	101	0	-2	0	109	1	-5	0.6	-8
O=C(NCc1ccc(Cl)cc1)c1cccnc1	111	0	0	-1	110	-5	6	-3.5	8
O=C(Cn1c(=O)n(Cc2ccco2)c(=O)c2c3c(sc21)CCCCC3)Nc1ccccc1	100	2	-37	7	103	14	6	0.9	13
CN(CC(=O)Nc1c(Cl)cccc1Cl)C(=O)c1cccc(-n2cccc2)c1	102	24	0	2	97	20	2	0.2	-6
O=C1CC(=O)Nc2cc(S(=O)(=O)N3CCOc4ccc(Cl)cc43)ccc2N1	108	0	-1	3	107	7	-4	0.0	-3
Cc1cnc(N)c2c(=O)oc3ccccc3c12	90	0	2	0	80	3	-3	-1.0	20
COc1cc(NC(=O)c2ccc(C)cc2)ccc1NC(=O)c1cc2ccccc2o1	34	0	-8	-1	76	-4	-1	-0.8	13
CC(C)Cn1c(N)c(C(=O)CSc2nc3ncc(Cl)cc3[nH]2)c(=O)n(C)c1=O	103	0	-6	-9	92	-8	9	-1.9	22
COc1ccc(C2=NN(c3ccc(C(=O)O)cc3)C(c3ccc(OC)c(OC)c3)C2)cc1 (centres undefined)	90	0	0	6	93	-2	3	1.2	0
Cc1ccnc(NC(=O)c2ccc(S(=O)(=O)N3CCCC3)cc2)c1	114	0	2	3	103	-4	-2	2.4	1
CCC(=O)Nc1cc(-c2nn(C)c(=O)c3ccccc23)ccc1OC	104	0	2	1	105	11	8	1.0	-8
N#CC12COC3(CCCCC3C1(C#N)C#N)OC2=N (centres undefined)	?	0	-3	63*	?	72*	74*	-6.3	29
Nc1nnc(Cc2c[nH]c3ccccc23)s1	93	1	2	4	95	7	-3	0.5	-11
O=C1CC(N2CCN(CCc3ccccn3)CC2)C(=O)N1c1ccc(Cl)cc1 (centres undefined)	95	2	2	0	94	-3	10	-0.3	-2
Cc1ccc(C)c(NC(=O)CCN2C(=O)[C@@H]3Cc4ccccc4CN3C2=O)c1	98	1	4	2	100	-4	0	-1.2	5
Nn1c(SCC(=O)Nc2cccc(Br)c2)nnc1C1CC1	101	0	·	·	104	·	4	·	4
CCCCC1CCC(C(=O)N(CCCC)c2c(N)n(CCCC)c(=O)[nH]c2=O)CC1 (centres undefined)	103	3	-2	1	107	0	3	0.0	-9
O=C(Nc1ccc2c(c1)CCC2)c1c(F)cccc1Cl	80	1	-5	0	66	-6	4	-0.7	8
N#Cc1nc(-c2ccccc2Cl)oc1NCc1ccco1	96	1	8	9	105	5	4	-5.7	12
Cc1cc(N2CCN(C)CC2)nc(N2CCOCC2)n1	107	2	4	5	108	5	2	-6.4	-2
COc1ccc(-n2nc3c(c2NC(=O)c2ccc(S(=O)(=O)N4CCOCC4)cc2)CS(=O)(=O)C3)cc1	94	1	3	2	98	0	1	1.7	14
COC(=O)c1cc(OC)c(OC)cc1NC(=O)c1cc(C(C)(C)C)oc1C	108	0	2	3	101	7	-1	1.0	5
CCCc1cc2nnc(SCC(=O)N(C)C3CCCCC3)n2c(N)n1	98	0	-1	1	95	-1	-8	0.1	9
COC(=O)c1ccc(CC(=O)c2c(C)cc(O)cc2O)o1	104	7	1	11	101	9	7	-3.5	0
Cc1cc(C(F)(F)F)c(C#N)c(SCC(=O)NC2CC2)n1	104	3	1	3	110	1	7	-1.4	6
COc1cc(Br)c(C2CC(=O)Nc3cc(OC)c(OC)cc32)cc1OC (centres undefined)	102	0	·	·	100	·	·	1.4	8
O=S(=O)(Nc1ccc(Cc2ccncc2)cc1)c1ccc(Cl)c(Cl)c1	101	2	3	-2	91	-4	-1	-0.7	1
CCOC(=O)N1CCN(C(c2ccccc2)c2sc3nc(C)nn3c2O)CC1 (centres undefined)	103	0	0	5	106	5	1	-0.3	14
